Bioassay records as filed in PubChem BioAssay.
aSyn tox rescue: alpha-synuclein toxicity suppression in yeast. S. cerevisiae alpha-synuclein toxicity rescue, BacTiter-Glo growth, 24 h. Potency, µM (highest dose often 46.1 µM), inactives show at the top dose growth rescue (activation), hits mostly activators. hit rate 0.02% among 94,000; active means well fitted activation curve with a large enough effect; inconclusive means small, poorly fitted or top-dose-only effect; further: 0% is about no effect
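Growth restoration measured by BacTiter-Glo luminescence after 24 hr at 30 deg C; alpha-synuclein yeast, raffinose-pregrown to mid-log, were added at OD600=0.02 in galactose medium onto pinned compounds.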
Active calls of the source: *; ? = inconclusive; [ ] = dose if it differs, or a comment. Potency means the concentration at half of the fitted maximal effect. An excerpt, so the mix of outcomes need not match the whole.

SMILES	aSyn tox rescue
CCCSc1ncc(Cl)c(C(=O)Nc2c(C(=O)c3ccc(F)cc3)oc3ccccc23)n1	3%
CCS(=O)(=O)N1Cc2ccccc2CC1C(=O)Nc1ccc(F)cc1 (configuration not stated)	11%
C=Cc1ccc(Cn2c(C(=O)O)c(CNCc3cc(OC)ccc3OC)c3ccc(C)cc32)cc1	-4%
COc1cccc(N2CCN(C(=O)c3c(C)oc4ncnc(N5CCOCC5)c34)CC2)c1	11%
CN(C(=O)CSc1nnc(COc2ccccc2F)n1N)C1CCS(=O)(=O)C1 (configuration not stated)	11%
CCCc1cc(=O)n2[nH]c(C)c(-c3ccccc3OC)c2n1	0%
CCc1cc2c(COC(=O)c3cccc(NS(C)(=O)=O)c3)cc(=O)oc2cc1O	4%
Cc1ccc(S(=O)(=O)N(C)C[C@@H]2OCc3cnnn3CCCC(=O)N([C@H](C)CO)C[C@H]2C)cc1	-6%
CCOc1ccc(CCNC(=O)c2ccc(-n3c(C)cc4c3CCC(C)C4)cc2)cc1OCC (configuration not stated)	-5%
COc1ccc(CNC(=O)c2cc3sccc3n2C)cc1	-8%
Cc1ccccc1C(=O)Nc1nc2nc(-c3ccccc3)cc(=O)n2[nH]1	9%
O=C(CSc1nnc2ccc3ccccc3n12)Nc1ccccc1Cl	4%
COc1cccc(-c2nn(C)c3sc(C(=O)N4CCN(c5cccc(C)c5)C(C)C4)cc23)c1 (configuration not stated)	5%
O=C1c2cccc3c(O)ccc(c23)C(=O)N1c1ccc(Cl)cc1	-5%
CCOC(=O)c1ccc(NC(=O)COCc2cc(-c3ccc4c(c3)OCO4)on2)cc1	3%
CCCC(=O)n1nc(NCc2ccc(OC)cc2)nc1NCc1ccc(OC)cc1	7%
Cc1sc2ncn(CC(=O)N3CCN(c4ccc(F)cc4)CC3)c(=O)c2c1S(=O)(=O)N1CCN(c2ncccn2)CC1	2%
COC(=O)[C@H]1C[C@@]2(O)CN(S(=O)(=O)c3ccc(C)cc3)C[C@@]2(OC(=O)Nc2cccs2)C[C@H]1C(=O)OC	2%
COc1ccc(OC)c(CNC(=O)C2CCN(S(=O)(=O)N3CCCCC3)CC2)c1	6%
O=C(CCc1nc2sc3c(c2c(=O)[nH]1)CCCC3)NCCc1ccc(Cl)cc1	3%
COc1ccc(NC(=S)N2CCCN(Cc3cccc(Cl)c3)C2)cc1	-8%
O=C(CNC(=O)c1ccccc1)OCc1cc(=O)n2ccsc2n1	6%
NC(=O)C12CCCC(Br)(CCC1)C2	-2%
Cc1[nH]n(-c2ccc([N+](=O)[O-])cc2)c(=O)c1C=NCCc1c[nH]c2ccccc12	-2%
CCn1c(C(=O)Nc2ccccc2C(=O)OC)cc2sc(Cl)cc21	-3%

Reformatted: results already given
compound: CCn1c(C(=O)Nc2ccccc2C(=O)OC)cc2sc(Cl)cc21
  aSyn tox rescue = -3%

compound: Cc1[nH]n(-c2ccc([N+](=O)[O-])cc2)c(=O)c1C=NCCc1c[nH]c2ccccc12
  aSyn tox rescue = -2%

compound: COc1cccc(-c2nn(C)c3sc(C(=O)N4CCN(c5cccc(C)c5)C(C)C4)cc23)c1 (configuration not stated)
  aSyn tox rescue = 5%

compound: NC(=O)C12CCCC(Br)(CCC1)C2
  aSyn tox rescue = -2%

(next part)
SMILES	aSyn tox rescue
COc1ccc(NC(=O)Nc2cccc(-c3cn4cccnc4n3)c2)cc1	-3%
COc1cccc(CNC(=O)Cc2c(C)c3c(cc(C)c4c(C)c(C)oc43)oc2=O)c1	8%
CC1CN(C(=O)c2cccc(S(=O)(=O)Nc3cc(Cl)ccc3Cl)c2)CC(C)O1 (configuration not stated)	12%
CCc1ccc(NC(=O)c2cc(S(=O)(=O)NC3CCCCCC3)ccc2F)cc1	?
COc1ccc(-n2nc(C(=O)Nc3cc(OC)c(OC)c(OC)c3)c(=O)n(C)c2=O)cc1	-6%
CCCCC(=O)Oc1ccc2oc(-c3ccc(OC)cc3)cc(=O)c2c1	2%
O=C(Cc1ccc(Cl)cc1)Nc1ccc2nn(-c3ccc(Cl)cc3)nc2c1	-3%
CCc1c(C)[nH]n(-c2nc(-c3ccccc3)cs2)c1=O	-4%
CCOc1cc2[nH]c(=O)n(Cc3ccc(C(=O)NCCN(CC)CC)cc3)c(=O)c2cc1OCC	5%
Cc1noc(C)c1C(=O)Nc1cccc2ncccc12	-8%
COc1ccc(C(=O)c2oc3ccccc3c2NC(=O)COc2ccccc2)cc1	0%
CCOC(=O)c1cc2c(=O)n3ccccc3nc2n(Cc2ccco2)c1=NC(=O)c1ccc(C)c(C)c1	7%
Cc1nc2c(-c3ccccc3)c(C)nn2c(C)c1CCC(=O)Nc1ccccc1F	-1%
Cn1c(=O)c2sccc2n2c(CCCC(=O)NCc3ccccc3)nnc12	-1%
CCc1ccc2oc(C(=O)N(Cc3ccc(N(C)C)cc3)Cc3ccco3)c(C)c2c1	-6%
CCS(=O)(=O)NCCc1csc2nc(-c3ccc(OC)cc3)nn12	0%
O=c1cc(-c2ccccc2)nc(SCc2nc(-c3ccc(Cl)cc3)no2)[nH]1	-5%
COCCn1c(C)cc(O)c(C(c2ccccc2)N2CCN(c3ccccc3F)CC2)c1=O (configuration not stated)	0%
Cc1ccc(C)c(-n2c(N)c(C#N)c3nc4ccccc4nc32)c1	-3%
O=C(C1CCN(S(=O)(=O)c2cccs2)CC1)N1CCN(c2cccc(Cl)c2)CC1	1%
O=c1[nH][nH]c(=O)c2c(NS(=O)(=O)c3ccccc3)cccc12	-1%
COCCn1c(=NC(=O)CSC(C)=O)sc2cc(OC)ccc21	5%
O=[N+]([O-])c1cccc(N/N=C/c2cc([N+](=O)[O-])ccc2O)c1	-3%
Cc1ccc2nc(Cl)c(/C=N/NC(=O)CN3CCOCC3)cc2c1	10%
Cc1cc(C)c2c(n1)SCC(=O)N2CC(=O)Nc1cc(F)ccc1F	9%
Later entries.
SMILES	aSyn tox rescue
COc1ccc(OC)c(NC(=O)Cn2ccn(-c3ccc(OC)c(OC)c3)c(=O)c2=O)c1	-3%
CCN(C(=S)NC(=O)Cc1ccc(OC)cc1)c1ccccc1	-4%
CN(Cc1ccccc1)C(=O)c1ccc2c(c1)N(Cc1ccccc1Cl)C(=O)c1ccccc1S2	-13%
COc1ccc(NC(=O)COC(=O)C(CC(C)C)N2C(=O)C3CC=CCC3C2=O)cc1Cl (configuration not stated)	-2%
O=c1[nH]cnc2sc3c(c12)CCC3	-48%[inhibitor]
Cc1ccccc1-c1nc(CN2CCC(C(=O)NCCc3ccccc3)CC2)c(C)o1	2%
CCc1nn(C(C)C(=O)N2CCN(c3ccccc3)CC2)c(=O)c2cc3occc3n12 (configuration not stated)	8%
CCOC(=O)c1cc2c(OC)c(OC)ccc2c2[nH]cc(C#N)c(=O)c12	10%
CS(=O)(=O)c1sc(C(=O)NC(=S)Nc2ccc(OC(F)(F)F)cc2)c2c1C=CCC2	-8%
O=S1(=O)CCN(C2CCCCCCCCCCC2)CC1	3%
O=C(NCC(=O)N(c1ccc(Cl)cc1)C(C(=O)NC1CCCC1)c1ccncc1)c1ccco1 (configuration not stated)	-12%
COc1ccc2c(c1)c(=O)c(C(=O)c1ccc(F)cc1)cn2CC(=O)Nc1ccc2c(c1)OCCO2	-7%
CN(C)S(=O)(=O)c1ccc(Cl)c(C(=O)Nc2cccc3ncccc23)c1	-5%
COc1ccccc1OCC(=O)NCC(c1ccc(Cl)cc1)N1CCCCC1 (configuration not stated)	7%
N#Cc1cnn2ccc(-c3cc(N4CCOCC4)ccc3[N+](=O)[O-])nc12	-3%
COc1cccc(S(=O)(=O)N(C)C[C@@H]2OCc3cnnn3CCCC(=O)N([C@H](C)CO)C[C@@H]2C)c1	0%
CC(C)(C)NC(=O)c1ccc2nc(CCc3ccccc3)oc2c1	2%
O=C(CN1C(=O)CCn2nc(-c3ccccc3)cc21)NCc1ccccc1	-4%
O=C(COc1ccccc1)NC(=S)Nc1cccc2c(O)cccc12	3%
CC(C)Oc1ccc(CNC(=O)Cn2c(=O)oc3ccccc32)cc1	8%
CCOc1ccc(NC(=O)c2cc3c(=O)n4cccc(C)c4nc3s2)cc1	8%
Cc1cccc(OCC(=O)Nc2ccc3oc(=O)ccc3c2)c1	-16%
COc1cc(-c2nnc(SCC(=O)Nc3ccc(F)c(Cl)c3)o2)cc(OC)c1OC	-11%
COc1cc(C(=O)OCC(C)=O)c([N+](=O)[O-])cc1OC	5%
CCOC(=O)c1ccccc1NC(=O)c1nn(-c2ccc(C)cc2)c(=O)n(C)c1=O	-7%
Additional structures
SMILES	aSyn tox rescue
COc1cc(OC)c(NC(=O)C2CCCO2)cc1Cl (configuration not stated)	6%
Fc1ccc(/C=N/NC(=S)Nc2ccc(Cl)cc2Cl)cc1	-4%
O=c1nc2n(c3ccc([N+](=O)[O-])cc13)CCCCC2	-3%
CC(C)c1ccc(NC(=O)C(C)N(c2ccccc2)S(C)(=O)=O)cc1 (configuration not stated)	-7%
COc1ccc(C(=O)NCC2CCCN2S(=O)(=O)c2ccccc2)cc1OC (configuration not stated)	-5%
COc1ccc(C(CC(=O)N2CCCC2)c2ccc(F)cc2)cc1 (configuration not stated)	7%
O=C(CSc1nc(C2CC2)nc2ccccc12)N1CCCCC1	3%
O=C(CN1CCN(C(=O)c2ccco2)CC1)Nc1ccccc1	3%
CCOc1ccc(N2CC(C)Cn3c2nc2c3c(=O)n(CC(=O)O)c(=O)n2C)cc1 (configuration not stated)	-13%
CC(C)CC1C(=O)N(Cc2cn(CCC3OCCCO3)nn2)CCS(=O)(=O)N1Cc1ccc(-c2ccc(Cl)c(Cl)c2)cc1 (configuration not stated)	27%
Cc1ccc(OCCSc2nnc(-c3cccs3)o2)cc1	0%
COc1ccc(S(=O)(=O)NCCc2sc(-c3ccccc3)nc2C)cc1OC	4%
O=C(CNS(=O)(=O)c1cccs1)N1CCN(c2ccccc2F)CC1	7%
O=C(COc1ccc(C(F)(F)F)cc1[N+](=O)[O-])Nc1cccc(C(F)(F)F)c1	1%
O=C(CCn1c(=O)c2sccc2n(Cc2ccc(F)cc2Cl)c1=O)NCc1ccc2c(c1)OCO2	8%
COc1cccc(N(CC(=O)N2CCC(C)CC2)S(=O)(=O)c2ccc(C)cc2)c1	-10%
COc1ccc(S(=O)(=O)NCCc2csc(-c3cccnc3)n2)cc1	10%
O=C(CCCn1cnc([N+](=O)[O-])n1)Nc1cccc2ccccc12	-3%
COc1ccc(OC)c(S(=O)(=O)NCc2cccn2Cc2cccc(C)c2)c1	2%
Fc1ccc(N2CCN(c3nc4ccccc4c4nc(-c5cccnc5)nn34)CC2)cc1	1%
Cc1nnc2c3ccccc3nc(Nc3ccc(F)cc3Cl)n12	-3%
Oc1c(C(c2ccccc2)N2CCc3ccccc3C2)sc2ncnn12 (configuration not stated)	0%
CC(=O)N1CCN(c2nc3c(C)ccc(Cl)c3s2)CC1	14%
O=C(CCC(=O)N1CCOc2ccccc21)N1CCCCC1	-5%
COc1ccc(OC)c(S(=O)(=O)NCCc2cn3ccsc3n2)c1	-4%

Sorted by count of non-hydrogen atoms (low to high): three of the compounds above
SMILES	aSyn tox rescue
O=c1nc2n(c3ccc([N+](=O)[O-])cc13)CCCCC2	-3%
O=C(CCC(=O)N1CCOc2ccccc21)N1CCCCC1	-5%
O=C(CCn1c(=O)c2sccc2n(Cc2ccc(F)cc2Cl)c1=O)NCc1ccc2c(c1)OCO2	8%

Continued.
SMILES	aSyn tox rescue
COC(=O)c1ccc(NC(=O)CN(c2cccc(C(F)(F)F)c2)S(C)(=O)=O)cc1	15%
CCc1ccc(NC(=O)c2cc(C)nn2-c2ccccc2)cc1	1%
COCCNC(=O)c1cc2n(n1)CCCN(Cc1ccc(C)cc1)C2=O	-3%
O=c1[nH]cnc2ccsc12	3%
O=C(Nc1ccc(N2CCOCC2)c(Cl)c1)c1ccccc1Cl	-8%
Cc1ccc(-c2noc(CN(C(=O)COc3cc(C)cc(C)c3C)C(C)C)n2)cc1	13%
CN(C)S(=O)(=O)N(CC(=O)Nc1ccc(Br)cc1F)c1ccccc1	-4%
COc1cccc(/C=C/C(=O)c2ccc(C)c([N+](=O)[O-])c2)c1	2%
CCc1cccc(N2C(=O)N(CC(=O)NCc3cccc(OC)c3OC)c3ccccc3S2(=O)=O)c1	3%
CC1CC(C)CN(C(=O)CN2C(=O)NC(C)(C)C2=O)C1 (configuration not stated)	-6%
CCOc1cc(C2c3c(oc4ccccc4c3=O)C(=O)N2c2ccccn2)ccc1O (configuration not stated)	-5%
Cc1ccccc1OCC(=O)Nc1ccc(-c2nc3cc(Cl)cc(Cl)c3o2)cc1	-1%
CC(=O)NN1C(=O)/C(=C\c2ccccc2)SC1=S	13%
O=C(Cc1ccc(NS(=O)(=O)c2cccc(C(F)(F)F)c2)cc1)NCCN1CCOCC1	4%
COc1ccc(C(=O)Nc2nnc(SCc3cc(=O)n4cccc(C)c4n3)s2)cc1	2%
COc1ccc(Nc2cc(C)c3cc(NC(=O)c4cc(OC)cc(OC)c4)ccc3n2)cc1	-6%
Cn1c(CCCOc2ccc(Cl)cc2Cl)nnc1SCC(=O)Nc1cccc(F)c1	-1%

Six records drawn at random from the list so far:
SMILES	aSyn tox rescue
CC(=O)NN1C(=O)/C(=C\c2ccccc2)SC1=S	13%
Cn1c(CCCOc2ccc(Cl)cc2Cl)nnc1SCC(=O)Nc1cccc(F)c1	-1%
COc1ccc(Nc2cc(C)c3cc(NC(=O)c4cc(OC)cc(OC)c4)ccc3n2)cc1	-6%
CC1CC(C)CN(C(=O)CN2C(=O)NC(C)(C)C2=O)C1 (configuration not stated)	-6%
CCc1cccc(N2C(=O)N(CC(=O)NCc3cccc(OC)c3OC)c3ccccc3S2(=O)=O)c1	3%
O=c1[nH]cnc2ccsc12	3%
